Screening results (PubChem BioAssay)
STEP inh – blocks human striatal-enriched tyrosine phosphatase | recombinant STEP, OMFP fluorogenic substrate, fluorescence | P54829 | AID 588621 | inhibition, % at 20 µM | actives 0.25% (n = 360,000);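 active = inhibition at 20 µM, scaled per plate between control wells, above about 37%, limit read from the data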;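 note: 0% = DMSO with enzyme and substrate and 100% = substrate only without enzyme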
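Assay system: isolated STEP enzyme. Buffer or medium: pH 6.0 Bis-Tris with DTT and Tween 20. Also added: fluorogenic phosphatase substrate OMFP at 25 µM final. Dosing: 20 µM, 1% DMSO. Timing: 20 min reaction, room temperature, in the dark. Measured by: fluorescence intensity, excitation 480 nm, emission 540 nm. Evaluation: normalized % inhibition.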
CSN inh – blocks human CSN-mediated cullin deneddylation; Purified CSN, SCF-Nedd8-OG deneddylation, fluorescence polarization; actives 0.38% (n = 360,000); inhibition, % at 12.5 µM;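 active = pattern-corrected inhibition above about 35%, with an unprinted fluorescence ratio check between 0.5 and 1.5, limit read from the data, passing the limit was not always enough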;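 note: 0% = enzyme with substrate and 100% = substrate without enzyme; some results filed as inactive read as strong as hits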
Target sequence (Q92905 whole entry, looked up, one chain of several): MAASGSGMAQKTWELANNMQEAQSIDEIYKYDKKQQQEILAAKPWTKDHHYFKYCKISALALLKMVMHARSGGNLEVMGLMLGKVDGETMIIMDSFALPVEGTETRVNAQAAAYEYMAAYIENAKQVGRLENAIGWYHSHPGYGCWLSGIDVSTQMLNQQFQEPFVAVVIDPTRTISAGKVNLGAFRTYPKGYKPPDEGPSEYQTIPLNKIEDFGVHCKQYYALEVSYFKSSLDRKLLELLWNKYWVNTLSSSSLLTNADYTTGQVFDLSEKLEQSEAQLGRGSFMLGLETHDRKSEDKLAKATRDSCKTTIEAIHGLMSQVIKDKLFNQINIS
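Assay system: purified human Csn5 enzyme expressed in HEK293T cells; measure: % inhibition; also added: SCFSkp2-Nedd8OG substrate at 10 nM final; technique: fluorescence polarization; times: reaction 90 min, room temperature; medium: Tris buffer pH 7.5, NaCl, DTT, Tween-20, trehalose, ovalbumin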
NadD inh – blocks S. aureus nicotinate mononucleotide adenylyltransferase; purified NadD enzyme, colorimetric absorbance read-out; inhibition, % at 20 µM; actives 0.78% (n = 360,000); in the data active = inhibition above about 26%; note: some compounds past the cut are filed as inactive
SUMO1 PPI mod – alters human SUMO1 binding to SIM partners. inhibition, % at 20 µM. SUMO1 binding to a labelled peptide, TR-FRET, 1 h. actives 0.33% (n = 360,000); in the data active = inhibition above about 37%
Target sequence (P63165 whole entry, looked up): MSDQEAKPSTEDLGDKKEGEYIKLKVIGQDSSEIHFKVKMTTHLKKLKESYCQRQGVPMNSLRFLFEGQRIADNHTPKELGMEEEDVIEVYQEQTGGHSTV
Scp1 inh – Scp-1 (human) phosphatase inhibition | Q9GZU7 | Recombinant Scp1, phosphopeptide, malachite green phosphate absorbance | inhibition, % at 20 µM | actives 0.88% (n = 340,000);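 active = inhibition above about 50% at 20 µM, limit read from the data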;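 note: plate controls were DMSO wells with enzyme for no effect and wells lacking enzyme for full effect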
Target sequence (Q9GZU7 76-261 limits assumed): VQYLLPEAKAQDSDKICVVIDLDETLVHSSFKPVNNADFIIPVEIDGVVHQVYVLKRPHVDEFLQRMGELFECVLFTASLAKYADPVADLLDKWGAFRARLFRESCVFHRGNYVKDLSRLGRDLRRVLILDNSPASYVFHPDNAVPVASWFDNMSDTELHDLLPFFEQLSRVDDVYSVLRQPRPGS
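Times: enzyme reaction 45 min at room temperature, colour 5 min, stabilisation 30 min. Material: SCP-1 catalytic fragment, aa 76-261. Medium: Acidic Tris acetate buffer with magnesium and detergent. Signal: colorimetric free-phosphate detection, absorbance 630 nm. Read-out basis: % inhibition of SCP-1 phosphate liberation. Reagent: Phosphorylated 17-residue peptide substrate.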
PABP1 MLLE inh – blocks PAM2 peptide binding to the PABP1 MLLE domain; P11940; GST-MLLE / FITC-PAM2 fluorescence polarization; inhibition, % at 20 µM; actives 0.36% (n = 360,000); in the data active = inhibition above about 35%, passing the limit was not always enough;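 note: plate controls were DMSO wells with GST-MLLE for no effect and wells lacking GST-MLLE protein for full effect; some results filed as inactive read as strong as hits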
LMPTP block – LMPTP (human) inhibition | inhibition, % at 20 µM | P24666 | recombinant LMPTP-A, OMFP fluorogenic substrate, fluorescence intensity | actives 0.22% (n = 360,000);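 active = compounds that cut the enzyme signal by at least half of the control window in the single-dose screen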;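 note: plate controls were DMSO wells with enzyme plus substrate for no effect and substrate without enzyme for full effect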
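Test system: LMPTP-A, protein tyrosine phosphatase of low molecular weight; Input: 0.625 nM enzyme; Incubation: 50 min dark incubation at room temperature; Signal: endpoint fluorescence intensity from OMFP dephosphorylation; Read-out basis: % inhibition versus control wells.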
Tb MetRS inh – Trypanosoma brucei MetRS inhibition; purified T. brucei MetRS, ATP depletion, Kinase-Glo luminescence; AID 624268; actives 0.4% (n = 360,000); inhibition, % at 11.9 µM;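 active = inhibition above a per-plate cutoff of the control wells' mean inhibition plus 3 SD, cut at about 5.5% in these data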;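 note: 0% = DMSO wells median and 100% = median of wells with control inhibitor compound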
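Material: T. brucei methionyl-tRNA synthetase, purified; reagent: substrates ATP, L-methionine and bulk Escherichia coli tRNA; dosing: 11.9 µM single point; timing: 15 min plus 2 h at 25 °C; detection: luminescence of leftover ATP; evaluation: % inhibition; control set: DMSO-only wells as low control; replicates: singlicate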
Rpn11 block – blocks the human proteasome subunit Rpn11; AID 588493; actives 0.59% (n = 360,000); human 26S proteasome, Ub4-pepOG fluorescence polarization; 20S core pre-blocked with epoxomicin; calls only at 20 µM; O00487;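 active = inhibition at 20 µM, scaled to each plate's controls, above about 33%, limit read from the data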
Target sequence (O00487 whole entry, looked up): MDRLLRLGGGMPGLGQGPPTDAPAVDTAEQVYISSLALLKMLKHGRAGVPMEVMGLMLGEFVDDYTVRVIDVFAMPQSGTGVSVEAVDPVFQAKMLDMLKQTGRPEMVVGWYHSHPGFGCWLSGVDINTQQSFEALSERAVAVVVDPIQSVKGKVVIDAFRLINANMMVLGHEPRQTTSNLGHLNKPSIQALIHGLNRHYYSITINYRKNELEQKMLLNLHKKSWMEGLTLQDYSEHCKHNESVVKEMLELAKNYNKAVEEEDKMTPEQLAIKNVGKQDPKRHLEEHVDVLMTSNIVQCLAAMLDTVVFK
DNMT1 inh – inhibitors of human DNMT1; P26358; DNMT1 molecular beacon, Hinp1I cleavage, fluorescence; inhibition (reported as % activation of signal), % at 10 µM; actives 0.83% (n = 360,000); in the data active = inhibition above about 50%
* hit, by the source's call; i = inactive; nt = not tested or not shown.

SMILES | STEP inh | CSN inh | NadD inh | SUMO1 PPI mod | Scp1 inh | PABP1 MLLE inh | LMPTP block | Tb MetRS inh | Rpn11 block | DNMT1 inh
CC(=O)N1CCOc2cc(S(=O)(=O)NCc3ccc(F)cc3)c(C)cc21 | 1 | -3 | -1 | 2 | -4 | -1 | -0.4 | 0.2 | i | -1
CC(C)C(=O)Nc1ccc(C(=O)NNC(=S)NC(=O)c2ccccc2[N+](=O)[O-])cc1 | 0 | -1 | 2 | -10 | -7 | 25 | -2.0 | -0.6 | i | -2
COc1ccc(-c2n[nH]c(=S)n2-c2cc(OC)ccc2OC)cc1 | 2 | -2 | -2 | -4 | -4 | -14 | -0.5 | 0.0 | i | 2
CCc1sc(C(=O)Nc2ccc(N3CCOCC3)cc2)cc1C | 0 | -2 | 5 | -3 | -4 | 7 | -1.3 | 0.1 | i | -8
CC(=O)NC(C)(c1ccccc1)c1nc(-c2cccc3cccnc23)cs1 (stereo not drawn) | -2 | -2 | -4 | -22 | nt | -15 | -2.1 | -0.3 | i | 1
C/C(=C\c1ccccc1)CN1CCC(C(=O)N2CCCC(C)C2)CC1 (stereo not drawn) | -1 | 0 | -3 | 1 | -5 | 4 | -2.6 | -0.2 | i | -2
O=C(N/N=C/c1ccccn1)c1cc(-c2ccc(Cl)s2)[nH]n1 | 42* | 10 | 8 | 1 | 47 | -5 | 5.0 | -0.6 | i | 21
O=[N+]([O-])c1ccc(C[n+]2ccc(Cc3ccccc3)cc2)cc1 | 3 | -11 | 1 | -32 | -5 | 7 | 2.9 | 1.1 | i | -3
O=C(COc1cc(Cl)c(Cl)cc1Cl)Nc1cccc(O)c1 | -2 | 1 | -8 | 1 | -11 | -5 | 2.5 | -0.7 | i | -2
COC(=O)c1ccc(/C=C/c2c(-c3ccc(OC)cc3)sc3ccccc23)cc1 | -1 | 3 | -3 | 4 | -4 | 21 | 2.0 | -0.2 | i | -7
CCOc1ccc(-c2csc(NC(=O)c3ccco3)n2)cc1 | 3 | 0 | -3 | 4 | 1 | 17 | 2.9 | -0.9 | i | -6
O=[N+]([O-])c1cc(Cl)cc2c1nc(NCCO)c1ccccc12 | -2 | 4 | -12 | -4 | 1 | -6 | 2.5 | -0.4 | i | 7
CCOC(=O)/C(C#N)=C/c1c(N2CCN(c3cccc(Cl)c3)CC2)nc2c(C)cccn2c1=O | 1 | 2 | 23 | 3 | 2 | -14 | 1.3 | -1.7 | i | -4
Cc1cccc(NS(=O)(=O)c2nnc(NC(=O)c3ccc(C)c(C)c3)s2)c1 | -4 | -1 | 1 | 15 | -12 | 5 | 1.2 | -0.2 | i | -2
COc1ccc(N(C(=O)c2ccncc2)S(=O)(=O)c2ccc3c4c(cccc24)C(=O)N3C)cc1 | 4 | -4 | 5 | -17 | 6 | -7 | 1.5 | 0.4 | i | 6
CCOc1cc(/C=N/NC(=O)c2ccc(-c3csc(Nc4ccc(C)cc4)n3)cc2)ccc1OCC(=O)O | 84* | 49* | 53* | 19 | 66* | 4 | 92* | -0.8 | i | 78*
CCOC(=O)CC1NCCc2c1[nH]c1ccc(OC)cc21 (stereo not drawn) | 0 | -2 | -3 | 0 | -9 | 4 | -0.1 | -0.3 | i | 0
CC(=O)N1CCN(CCN=CC2=C(O)CC(C)(C)CC2=O)CC1 | -1 | -5 | -6 | 2 | -6 | 18 | -2.6 | 0.2 | i | -1
O=C(c1ccccc1)c1ccc2nc(-c3ccc(NC(=O)c4ccccc4F)cc3)[nH]c2c1 | -3 | -2 | 27 | 2 | 14 | -11 | 4.8 | -0.5 | i | 36
Fc1ccc(-c2n[nH]c(=S)n2CC2CCCO2)cc1 (stereo not drawn) | 0 | 4 | 0 | 0 | 0 | -7 | 1.0 | -0.4 | i | -1
COc1ccc(/C=N/Nc2nc3ccccc3c(=O)[nH]2)cc1 | -3 | 4 | -4 | -3 | -4 | -4 | -2.3 | 0.0 | i | 2
CC1CCc2sc(C(=O)NNC(=S)NCC3CCCO3)cc2C1 (stereo not drawn) | 2 | 6 | -4 | -2 | 1 | -29 | -0.4 | 0.0 | i | 0
CN(C)C(=O)CN(c1ccc(F)c(Cl)c1)S(C)(=O)=O | 0 | 2 | 0 | -1 | -3 | 6 | -2.1 | -1.2 | i | 7
O=C(c1ccc(S(=O)(=O)N2CCCCC2)cc1)N1CCN(c2ccccc2)CC1 | 0 | 1 | 8 | 1 | -4 | 8 | -0.8 | -0.5 | i | -6
CCOc1ccc(-c2nc(CSCC(=O)NC3CCCc4ccccc43)c(C)o2)cc1 (stereo not drawn) | 3 | -7 | -6 | 2 | -2 | 7 | 3.7 | -0.4 | i | -6
COc1ccc(S(=O)(=O)NC2CC2)cc1Cl | -3 | 2 | -5 | 4 | -5 | 0 | -0.8 | -0.3 | i | 6
COc1ccccc1NC(=O)CCN1C(=O)/C(=C\c2cc(OC)c(OC)c(OC)c2)SC1=S | 0 | 1 | 4 | 5 | 1 | -22 | 2.5 | -0.4 | i | 6
CCOC(=O)c1c(NC(=O)C2C3C=CC(CC3)C2C(=O)O)sc(C)c1CC (stereo not drawn) | -1 | -4 | 3 | 5 | 3 | 18 | -0.8 | 0.8 | i | 2
COc1ccc(CNC(=O)CCNS(=O)(=O)c2ccc(NC(C)=O)cc2)cc1OC | 2 | -2 | 2 | 4 | 2 | 1 | -1.4 | -0.2 | i | 2
C=CCOCCN(CC)CC | -2 | -1 | -1 | 1 | -7 | 2 | -0.4 | 0.0 | i | -1
CC(C)C(=O)Nc1ccc2oc(=O)ccc2c1 | -1 | -1 | -2 | 2 | -6 | -2 | -0.8 | -1.6 | i | 2
COc1ccc(N2CCN(C(=O)CSc3nnc(-c4cccnc4)n3-c3ccc(F)cc3)CC2)cc1 | 2 | 0 | 3 | 1 | 0 | -8 | -0.5 | -0.6 | i | -1
Cc1cccc(OCc2nnc(SCC(=O)NCc3ccc4c(c3)OCO4)o2)c1 | -1 | -8 | 0 | -3 | nt | -40 | 2.1 | -0.2 | i | -3
O=C1CC(N2CCOCC2)C(=O)N1c1ccc2c(c1)OCO2 (stereo not drawn) | -3 | 0 | -2 | -3 | -11 | 3 | -0.6 | -1.4 | i | -1
COC1CC(NC(C)=O)C(OC(=O)c2ccccc2)C(CBr)O1 (stereo not drawn) | 0 | -3 | 4 | -47 | nt | -1 | -4.6 | -0.3 | i | -4
CSc1ccccc1C(=O)Nc1ccc(C)cc1C | 2 | -2 | -3 | 0 | -5 | -7 | -1.3 | -0.7 | i | 2
CCCCN1C[C@H](C)[C@@H](CC(=O)NC)C1=O | -1 | 4 | -3 | 2 | nt | 10 | -1.4 | 0.1 | i | 4
O=C(CCc1ccccc1O)N/N=C/c1ccc(Sc2cccc3cccnc23)o1 | -1 | 7 | 22 | -3 | -7 | 17 | 3.7 | 2.2 | i | -23
O=C(O)Cc1nc(-c2cccnc2)sc1-c1ccc(Br)cc1 | 2 | 0 | 3 | -8 | 6 | 14 | 0.5 | 0.7 | i | 6
O=C(COC(=O)Cc1c[nH]c2ccccc12)Nc1cccc2ccccc12 | 0 | 3 | -11 | -6 | -4 | -1 | 0.7 | 0.4 | i | -2

Fetched one by one from the list above:
SMILES | STEP inh | CSN inh | NadD inh | SUMO1 PPI mod | Scp1 inh | PABP1 MLLE inh | LMPTP block | Tb MetRS inh | Rpn11 block | DNMT1 inh
CC1CCc2sc(C(=O)NNC(=S)NCC3CCCO3)cc2C1 (stereo not drawn) | 2 | 6 | -4 | -2 | 1 | -29 | -0.4 | 0.0 | i | 0
CC(=O)N1CCOc2cc(S(=O)(=O)NCc3ccc(F)cc3)c(C)cc21 | 1 | -3 | -1 | 2 | -4 | -1 | -0.4 | 0.2 | i | -1
Cc1cccc(OCc2nnc(SCC(=O)NCc3ccc4c(c3)OCO4)o2)c1 | -1 | -8 | 0 | -3 | nt | -40 | 2.1 | -0.2 | i | -3
COc1ccc(N(C(=O)c2ccncc2)S(=O)(=O)c2ccc3c4c(cccc24)C(=O)N3C)cc1 | 4 | -4 | 5 | -17 | 6 | -7 | 1.5 | 0.4 | i | 6

Further results
SMILES | STEP inh | CSN inh | NadD inh | SUMO1 PPI mod | Scp1 inh | PABP1 MLLE inh | LMPTP block | Tb MetRS inh | Rpn11 block | DNMT1 inh
CC(Sc1nnc(-c2ccccc2F)n1C)C(=O)Nc1ccc(N2CCOCC2)cc1 (stereo not drawn) | -1 | -2 | 1 | -2 | nt | 4 | -1.0 | nt | i | 6
CC(=O)Nc1sc(N/N=C\c2ccccc2F)nc1-c1cccs1 | -1 | 4 | 7 | -7 | 11 | -31 | -0.4 | -1.4 | i | -8
CCn1c2ccccc2c2cc(NC(=O)COC(=O)Cc3cn4ccsc4n3)ccc21 | -2 | 4 | 6 | 2 | -1 | -4 | 4.8 | -1.3 | i | -9
CC1CCCN(C(=O)C2(NC(=O)Nc3cccc(F)c3)CCCCC2)C1 (stereo not drawn) | -1 | 2 | 3 | -2 | -3 | 11 | -0.1 | -0.2 | i | 2
Cc1cccc(C(=O)N[C@H](C(=O)Nc2ccc(C)c(S(=O)(=O)N(C)C)c2)C(C)C)c1 | -3 | 0 | -3 | 1 | -11 | -20 | 0.8 | 0.2 | i | 3
c1csc(-c2cn3ccc4ccccc4c3n2)c1 | 0 | 1 | -3 | -3 | 1 | -9 | 1.4 | -1.3 | i | 9
CN(C(=O)c1ccc(NC(=O)C2CCN(C(=O)OC(C)(C)C)CC2)cc1)C1CCC1 | 0 | 1 | -2 | 9 | -6 | 5 | -0.5 | -0.1 | i | 5
O=C(NC1CCCc2c1cnn2-c1ccc(F)cc1F)c1csnn1 (stereo not drawn) | 8 | 8 | -4 | -2 | -5 | 3 | 1.5 | -0.4 | i | -3
Cc1ccc(C)c(N2CCN(C(=O)CCn3c(=S)[nH]c4cc5c(cc4c3=O)OCO5)CC2)c1 | 7 | -1 | 27 | 7 | -9 | -61 | 0.8 | 0.0 | i | -4
O=C(CSc1cc(Cl)ccc1Cl)NC1CCCc2ccccc21 (stereo not drawn) | 0 | 1 | -6 | 2 | -2 | -4 | -1.1 | -0.5 | i | 7
O=C1CN(c2nc(-c3cccnc3)nc3sc4c(c23)CCCC4)CCN1 | -2 | 5 | 0 | -3 | 1 | -1 | 1.7 | -1.1 | i | -2
CN1CCN(CCCNC(=O)c2ccc3c(c2)N(Cc2ccc(F)cc2)CCS3)CC1 | 1 | 1 | -5 | 1 | -6 | 2 | -7.5 | 0.6 | i | -2
Cc1ccc(CN=C(Nc2ccccc2)NC2CCCCC2)cc1 | 2 | 0 | -6 | 3 | -7 | -2 | 2.4 | 0.4 | i | -1
